Source: PubChem (National Center for Advancing Translational Sciences (NCATS))
HCV inh: blocks hepatitis C virus | Huh7.5.1 HCVcc-Cre infection, luciferase reporter, 44 h | Potency, µM (titrated, usually from 41.8 µM), for inactives: at the top dose activity change, negative = inhibition, usual class: inhibitors | 340,000 tested, 3.4% active | AID 651820; note: potency is the fitted concentration of half-maximal effect; % is set by controls: 0 for no effect and ±100 for the full control effect
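Seed cells (1,000/well) for 4 h; treat with compound and infect with HCVcc-Cre, moi about 0.5. Incubate 44 h, then detect luciferase activity.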
Giardia FBPA inh: blocks Giardia fructose-bisphosphate aldolase activity | A8B2U2 | purified Giardia FBPA | Potency, µM (highest dose often 59.6 µM), without a hit: at the top dose activity, negative = inhibition, most hits filed as inhibitors | 290,000 tested, 0.71% active | AID 2451; note: potency is the fitted concentration of half-maximal effect; % is set by controls: 0 for no effect and ±100 for the full control effect; nearly all actives have a fitted effect of over 55% in size
Target sequence (A8B2U2 whole entry, looked up): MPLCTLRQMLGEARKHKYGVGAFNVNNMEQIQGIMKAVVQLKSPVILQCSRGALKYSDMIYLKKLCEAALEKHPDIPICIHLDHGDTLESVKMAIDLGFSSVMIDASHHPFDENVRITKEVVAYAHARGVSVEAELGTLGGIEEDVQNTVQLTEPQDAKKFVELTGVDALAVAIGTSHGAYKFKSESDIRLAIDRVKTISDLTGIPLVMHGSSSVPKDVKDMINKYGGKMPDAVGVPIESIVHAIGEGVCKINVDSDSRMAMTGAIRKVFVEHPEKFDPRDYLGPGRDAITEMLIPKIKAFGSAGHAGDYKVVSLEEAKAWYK
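Giardia FBPA (40 nM reagent) was preincubated 10 min at RT with compound (up to 57.5 uM final), then substrate plus GAPDH/TPI/NAD/arsenate coupling system with diaphorase/resazurin was added; resorufin fluorescence (525/598 nm) was read after 20 min.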
Pf growth 48h: inhibits P. falciparum growth in the first generation, 48 h. P. falciparum luciferase growth in erythrocytes, 48 h. Potency, µM (titrated, usually from 28.7 µM), inactives show at the highest dose activity change, negative = inhibition, most hits filed as inhibitors. 310,000 tested, 5.9% active; note: potency is the fitted concentration of half-maximal effect; % is set by controls: 0 for no effect and ±100 for the full control effect
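Luminescence readout; reporter = integrated firefly luciferase in P. falciparum. RBC culture at 2% hematocrit, 0.1% parasitemia final, 37 C/5% CO2; decreased signal taken as growth inhibition.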
Shiga toxin inh: blocks Shiga toxin action in Vero cells. Vero cells, Shiga toxin protein synthesis inhibition reporter. inhibition, % at 38.7 µM. 290,000 tested, 9.2% active; in the data active = inhibition mostly above about 28%, no sharp cut-off; inactive = mostly below about 43%; note: 0% is about no effect
Cycloheximide cs: counter-screen for Shiga toxin inhibitors: cycloheximide protein synthesis inhibition. cell reporter, cycloheximide protein synthesis inhibition counterscreen. max response, %. 300,000 tested, 12% active; in the data active = max response mostly above about 13%, no sharp cut-off; inactive = mostly below about 14%; note: read at 38.3 µM for the half of the compounds with a filed dose; 0% is about no effect
Pf growth 96h: P. falciparum growth inhibition at 96 hours | P. falciparum luciferase reporter growth, 96 h | Potency, µM (series often up to 28.7 µM), for inactives: at the top dose activity change, negative = inhibition, usual class: inhibitors | 320,000 tested, 6.9% active | AID 504834; note: potency is the fitted concentration of half-maximal effect; % is set by controls: 0 for no effect and ±100 for the full control effect
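Luminescence readout: decreased luciferase signal marks inhibited growth of reporter-expressing P. falciparum in infected red cells (2% hematocrit, 0.05% parasitemia final), exposed to compound two generations (96 h, 37 C, 5% CO2).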
* = called active by the depositor; ? = inconclusive; . = not tested or not shown; [ ] = another dose, or the depositor's remark. Unless noted, calls come from the whole dose curve; as a rule, active = well fitted curve in the direction sought with a large enough effect; inconclusive = small, poorly fitted or top-dose-only effect, or another doubt; inactive = no such curve, though single readings can be large; an effect the other way counts as inactive or inconclusive.

SMILES | HCV inh | Giardia FBPA inh | Pf growth 48h | Shiga toxin inh | Cycloheximide cs | Pf growth 96h
O=C(COc1ccccc1[N+](=O)[O-])OCCCOC(=O)COc1ccccc1[N+](=O)[O-] | 24% | . | 20% | -11 | -2 | 17%
OCC1(Cc2cccc(F)c2)CCN(Cc2ccc3cccc(F)c3n2)CC1 | -1% | 1% | 4% | -7 | -1 | 28%
O=C(CSc1ccc(-c2ccco2)nn1)NCCc1ccccc1 | -17% | -4% | -7% | -10 | 8 | -14%
Cc1cccc(OCCCC(=O)Nc2ccc(S(N)(=O)=O)cc2)c1 | -18% | 0% | -2% | -16 | -1 | -5%
Cc1cc(OCCN2CCCC2)ccc1[N+](=O)[O-] | -6% | -15% | -10% | 18 | -2 | -17%
CC(=O)Nc1ccccc1C(=O)C(=O)Nc1cccc(C(=O)NCc2ccc(C)cc2)c1 | -27% | 6% | 0% | -8 | -3 | ?
COc1cc(NC(=S)NCCc2ccccc2)c(OC)cc1NC(=O)C(C)C | -10% | -8% | -16% | 21 | -3 | ?
COc1ccc2c(c1)c(CC(=O)OCC(=O)N(C)C)c(C)n2C(=O)c1ccc(Cl)cc1 | 10% | 3% | 9% | -2 | -2 | 10%
CCn1c(=O)c(C(=O)Nc2ccsc2C(=O)OC)c(O)c2ccccc21 | 1% | 8% | 49%[activator] | -2 | 1 | 0%
COc1ccccc1NC(=O)NC1(C(=O)N2CCN(C)CC2)CCCCC1 | 7% | 4% | 16% | -3 | -7 | 3%
O=C(Oc1ccc(Br)cc1C(=S)N1CCOCC1)c1ccc(F)cc1 | 11% | . | 2% | -33 | -2 | 12%
NC(=O)CC1C(=O)N(c2ccc(Cl)cc2)C(=S)N1NC(=O)c1cccc(F)c1 (stereo unspecified) | 5% | -27% | 33%[activator] | 23 | 9 | 62%[activator]
O=C(CN1C(=O)c2cccc3cccc1c23)Nc1ccccc1 | ? | 3% | 23% | -7 | -1 | 6%
COc1ccc2oc(=O)c(C(=O)N3CCN(c4ccc(F)cc4)CC3)cc2c1 | 4% | 2% | ? | -1 | -2 | 3%
Cc1ccc(C(=O)Nc2ccccc2)cc1S(=O)(=O)Nc1ccc(Cl)cn1 | 10% | 13% | 0% | -5 | 19 | -8%
COCCn1c(=NC(=O)c2ccc3c(c2)OCO3)c(C#N)cc2c(=O)n3cccc(C)c3nc21 | . | -2% | ? | -19 | -2 | ?
NC1=NC[C@H](c2ccccc2)N1CCc1cc(C(F)(F)F)cc(C(F)(F)F)c1 | ? | 11% | 13µM* | -2 | -4 | 3.7µM*
CC(C)CC(=O)Nc1cc2nn(-c3ccccc3)nc2cc1Cl | 2% | -8% | . | 115* | 74* | 113%[activator]
Cc1ccc(/C=C2\Oc3cc(OCC(=O)NN)ccc3C2=O)o1 | -1% | -2% | -11% | -4 | 2 | ?
COc1cccc(/C=C/C(=O)OCCN2C(=O)c3ccccc3C2=O)c1 | 9% | -5% | -9% | 22 | 5 | 0%
CC(=O)c1cccc(NC(=O)CN(c2ccccc2F)S(C)(=O)=O)c1 | 2% | 5% | . | -13 | -3 | 39%[activator]
C=CCOc1cccc(NC(=O)c2ccccc2SC)c1 | 4% | -3% | ? | 21 | 7 | 20%
Cc1oc2c(C)c3oc(=O)c4c(c3cc2c1C)CCCC4 | -14% | 6% | 19% | 67 | 2 | 10%
COc1cc(COc2ccc3c(C)c(Cc4ccccc4)c(=O)oc3c2C)cc(OC)c1OC | 6.3µM* | 0% | ? | 11 | -2 | 1.9µM*
O=C(O)Cc1sc(NCc2ccco2)nc1-c1ccccc1 | 6% | -6% | -11% | 18 | 8 | -4%
Later entries:
SMILES | HCV inh | Giardia FBPA inh | Pf growth 48h | Shiga toxin inh | Cycloheximide cs | Pf growth 96h
Cc1ccc(SCC(=O)Nc2cc([N+](=O)[O-])ccc2O)cc1 | 0% | 23% | 31%[activator] | 55* | 28* | -16%
Cc1cc(=O)n(C)c(=O)n1CCCCCN1CCCC1 | 2% | -17% | 7% | -6 | 1 | .
CCCOCC1CC(CCc2nc(=S)[nH][nH]2)C(=O)O1 (stereo unspecified) | 22% | ? | 8% | -7 | -5 | 14%
CC1=C(C#N)C(c2ccc(O)cc2)C2=C(CC(C)(C)CC2=O)N1 (stereo unspecified) | 6% | 6% | 0% | -11 | -5 | 43%[activator]
CN(CC(=O)Nc1ccccc1Cl)C(=O)COC(=O)c1ccccc1[N+](=O)[O-] | 8%[8.37 µM] | . | 22% | . | . | 31%[activator]
O=C1COc2ccc(C(=O)COc3ccc(Cl)cc3Br)cc2N1 | ? | . | -25% | . | . | ?
CCC(C)n1c(O)c(/C=N/N2CCOCC2)c(=O)[nH]c1=S (stereo unspecified) | 3% | -19% | 33%[activator] | -8 | -6 | 19%
CCc1ccc(/C=N\NC(=O)c2ccc(Br)o2)s1 | -17% | -12% | -17% | 100* | 90* | -16%
O=C(c1ccccc1F)c1cn(CC(=O)N2CCOCC2)c2ccccc12 | 7% | -1% | 21% | 8 | -6 | 0%
COCCN(CC(=O)NCC1CCCO1)C(=O)CCC(=O)Nc1cc(C)on1 (stereo unspecified) | 4% | -1% | 19% | 13 | -7 | 1.7µM*
CCc1nnc(NC(=O)CCCSc2nc3ccccc3[nH]2)s1 | -10% | -10% | ? | 14 | -1 | ?
CCc1ccc(CCC(=O)Nc2ncc(Cc3ccccc3Cl)s2)o1 | ? | 5% | -4% | 13 | 6 | ?
CC(=O)c1cccc(CN2CCC(n3nccc3NC(=O)CCCc3ccccc3)CC2)c1 | . | 2% | ? | -4 | -2 | ?
CCC(NC(=O)c1ccccc1NC(=O)c1ccccc1)C(=O)NNC(=O)CSc1nc2ccccc2o1 (stereo unspecified) | ? | 6% | -8% | 23* | 16* | -27%
COc1ccc(C(O)c2nccn2Cc2ccccc2)cc1OC (stereo unspecified) | -27% | 1% | ? | -8 | -7 | ?
CCOC(=O)C1CCN(C(=O)CCc2ccc(S(=O)(=O)NCC(C)C)cc2)CC1 | 0% | 8% | ? | 5 | -1 | ?
COc1ccc(NC(=O)C2C3C=CC(O3)C2C(=O)O)cc1 (stereo unspecified) | -8% | -5% | 14% | 1 | 1 | ?
COc1ccc(C(=O)N(CC2CCCO2)C(C(=O)NCCC(C)C)c2ccc(C)cc2)cc1OC (stereo unspecified) | 1% | 7% | ? | -13 | -2 | 31%[activator]
Brc1ccc(-c2c(-c3ccsc3)sc3ccccc23)cn1 | -7% | . | ? | . | . | ?
CCOC(=O)/C(C#N)=C/c1ccc(N2CCN(Cc3ccccc3)CC2)cc1 | 7% | -3% | 15% | 33 | 10* | 30%
O=C(O)c1cccc(Nc2nc(-c3ccccc3)nc3ccccc23)c1 | 14% | -6% | -3% | 40* | 19* | ?
O=C(CSc1ccc2nnc(-c3ccncc3)n2n1)NCC1CCCO1 (stereo unspecified) | -1% | 2% | 27% | -11 | -3 | 14%
CN1C(=O)CC(c2ccccc2)C1=O (stereo unspecified) | 1% | . | -19% | . | . | 3%
CC(Sc1nc(-c2ccccc2)cc(C(F)(F)F)n1)C(=O)N1CCCC1 (stereo unspecified) | 3% | 2% | 3% | -13 | -6 | ?
COc1cc(C(=O)Oc2cccc(C(=S)N3CCOCC3)c2)cc(OC)c1OC | -12% | -24% | 10% | -7 | 2 | -4%

Taken from above:
Cc1cc(OCCN2CCCC2)ccc1[N+](=O)[O-] in HCV inh has -6%
CC(=O)c1cccc(CN2CCC(n3nccc3NC(=O)CCCc3ccccc3)CC2)c1 in Shiga toxin inh has -4
NC1=NC[C@H](c2ccccc2)N1CCc1cc(C(F)(F)F)cc(C(F)(F)F)c1 in Pf growth 48h has 13µM*
COc1ccc2c(c1)c(CC(=O)OCC(=O)N(C)C)c(C)n2C(=O)c1ccc(Cl)cc1 in Shiga toxin inh has -2
CC(=O)Nc1ccccc1C(=O)C(=O)Nc1cccc(C(=O)NCc2ccc(C)cc2)c1 in HCV inh has -27%

(next part)
SMILES | HCV inh | Giardia FBPA inh | Pf growth 48h | Shiga toxin inh | Cycloheximide cs | Pf growth 96h
Cc1cc(S(=O)(=O)NC2CCN(Cc3ccccc3)CC2)c(C)cc1Cl | 0% | 4% | -7% | -10 | -3 | 13%
O=C(CCNS(=O)(=O)c1ccccc1)NNC(=O)COc1ccc(Cl)cc1 | 6% | . | -28% | . | . | 6%
C=CCn1c(SCc2ccc(C#N)cc2)nnc1-c1cccc(OC)c1 | -2% | 1% | ? | 41 | -3 | 25%
CCOC(=O)c1sc(=S)n(C)c1NC(=O)c1ccc(C(C)(C)C)cc1 | -18% | -4% | ? | -12 | -2 | -30%
Clc1ccccc1-c1ncc2ccccn12 | 5% | ? | ? | -8 | 15 | 176%[activator]
COc1ccccc1C(=O)NNC(=O)Cc1ccccc1 | 6% | 4% | 70%[activator] | 15 | 1 | 23%
NC(=O)CC1C(=O)N(c2ccc(F)cc2)C(=O)N1NC(=O)CCc1ccccc1 (stereo unspecified) | -3% | 6% | 3% | -4 | -4 | -6%
CSc1cc(C)n(-c2ccc(Cl)cc2)c(=S)c1C(C)=O | 14% | -6% | . | 3 | 0 | ?
CN1CCN(c2ccc(NC(=O)c3ccc4c(c3)OCO4)cc2)CC1 | -4% | -7% | 108%[activator] | 72* | 42* | -5%[5.75 µM]
CCC(CC)NC(=O)COC(=O)c1ccc(OCc2ccc(C(C)=O)cc2OC)c(OC)c1 | ? | 4% | ? | 12 | 0 | ?
Cc1cc(C)cc(NC(=O)COC(=O)[C@@H](NC(=O)c2ccco2)C(C)C)c1 | -12% | -7% | 13% | 13 | -4 | -8%
CNc1nnc(-c2cc3ccccc3oc2=O)s1 | -16% | 3% | 45%[activator] | 83* | 38* | -1%
Cc1ccc(-c2ccc(=O)n(CC(=O)NCCN3C(C)CCCC3C)n2)cc1 (stereo unspecified) | -18% | 2% | 8% | -22 | -6 | .
O=C(NC1CCCC1)C(c1cccnc1)N(C(=O)c1ccco1)c1cccc(F)c1 (stereo unspecified) | -3% | 0% | ? | -9 | -2 | 14%
CCOc1ccc(C(=O)Nc2cc(NC(=O)c3ccc(OCC)c(Cl)c3)cc(C(=O)O)c2)cc1Cl | 3% | 8% | 4% | -3 | -3 | 25%
COCC(C)n1c(C)cc(C(=O)CSc2nc(C)c(C)c(C)n2)c1C (stereo unspecified) | 10µM* | 1% | ? | -4 | -1 | ?
Nc1ccc(S(=O)(=O)Nc2ccc(Cl)nn2)cc1 | 12% | 5% | -12% | 26 | -2 | ?
O=C(O)CSCNC(=O)CC12CC3CC(CC(C3)C1)C2 | 6% | 23% | 84%[activator] | 2 | -3 | 41%[activator]
CSc1nc(-c2ccco2)nn1C(=O)c1ccccc1 | 28% | -9% | ? | 8 | 25 | 35%[activator]
CCn1cc(C(=O)O)c(=O)c2cnc(N3CCN(C(=O)Nc4cccc5ccccc45)CC3)nc21 | . | ? | 0% | 27 | -5 | ?
CCOc1cc(NC(=S)NCCCN2CCOCC2)c(OCC)cc1NC(=O)c1ccc(C)cc1 | ? | -4% | 61%[activator] | -4 | -1 | 43%[activator]
CCCn1c(CN2CCN(C)CC2)nc2ccccc21 | -9% | -5% | . | 35 | 1 | -27%
O=C(Nc1nc2c(F)cc(F)cc2s1)C1COc2ccccc2O1 (stereo unspecified) | -8% | -3% | -1% | 72* | 25* | -8%
CC(C#N)On1c(SC(C)C#N)nc2ccccc2c1=O (stereo unspecified) | 3% | -4% | -8% | -10 | 12 | -11%

Exported with two lines to a compound: part of the list above.
Second line of a record: HCV inh, Giardia FBPA inh, Pf growth 48h, Shiga toxin inh, Cycloheximide cs, Pf growth 96h
> O=C(CSc1ccc(-c2ccco2)nn1)NCCc1ccccc1
  -17%, -4%, -7%, -10, 8, -14%
> Cc1cccc(OCCCC(=O)Nc2ccc(S(N)(=O)=O)cc2)c1
  -18%, 0%, -2%, -16, -1, -5%
> Cc1cc(OCCN2CCCC2)ccc1[N+](=O)[O-]
  -6%, -15%, -10%, 18, -2, -17%
> CC(=O)Nc1ccccc1C(=O)C(=O)Nc1cccc(C(=O)NCc2ccc(C)cc2)c1
  -27%, 6%, 0%, -8, -3, ?
